# M18AAP inhibitor = PfM18AAP enzyme inhibition. recombinant PfM18AAP, H-Glu-NHMec fluorogenic cleavage. inhibition, % at 7.35 µM. 1.2% of 290,000 active. AID 1822;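 active = inhibition above the campaign mean inhibition over all tested compounds plus 3 SD, cut at about 28% in these data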;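 note: 0% = plate median of test compound wells and 100% = 2 mM ZnCl2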
# IDE cell activ = activators of human insulin-degrading enzyme in cells | P14735 | HEK cells, FAbeta-B cleavage, fluorescence polarization; 0% vehicle, 100% cell-free pure enzyme wells | activation, % at 5.96 µM | 0.073% of 340,000 active | AID 493087;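 active = activation above the mean of all tested compounds plus 3 SD, set per screening campaign, cut at about 17% in these data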
# IDE inh = cellular human IDE inhibition. P14735. HEK cells, FAbetaB cleavage, fluorescence polarization. inhibition, % at 5.59 µM. 0.41% of 320,000 active. AID 434962;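 active = percent inhibition above the average of all tested compounds plus 3 SD, set per screening campaign, cut at about 16% in these data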;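 note: IDE supplied by intact live HEK cells; FP after avidin binding of uncleaved biotin substrate so inhibition keeps polarization high; 0% = DMSO wells and 100% = 60 µM reference IDE inhibitor Ii1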
# MEKK2wt PB1 HTS = raises or lowers MEK5 binding to wildtype human MEKK2 PB1 domain; bead flow cytometry, Alexa488-MEK5 binding to MEKK2 WT; actives lie on both sides; AID 1531; Q9Y2U5; 1.1% of 290,000 active; binding response (% of control), % at 10 µM; in the data active = binding response below about 67% or above about 130%; inconclusive = no clear call, values can overlap the other calls; inactive = in between
# UBC9 SUMO inh = SUMOylation inhibition | AID 2006 | inhibition, % at 35 µM | HTRF SUMOylation assay, SAE1/SAE2 + UBC9, in vitro | 0.36% of 290,000 active; in the data active = inhibition above about 50%, passing the limit was not always enough; inconclusive = no clear call, values can overlap the other calls; note: strong numbers were not always called active
# Target sequence (P63279 whole entry, looked up): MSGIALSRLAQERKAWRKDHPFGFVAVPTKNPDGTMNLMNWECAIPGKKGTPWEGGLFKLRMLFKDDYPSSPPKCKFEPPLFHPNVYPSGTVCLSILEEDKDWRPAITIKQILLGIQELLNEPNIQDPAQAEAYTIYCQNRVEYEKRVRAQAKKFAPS
# MEKK2mut PB1 HTS = signal of MEK5 binding to mutant human MEKK2 PB1 domain; percent response, % at 10 µM; bead flow cytometry, Alexa488-MEK5 binding to MEKK2 mutant; 0.35% of 290,000 active; in the data active = percent response above about 24%, passing the limit was not always enough; note: inactives centre near 1; some results filed as inactive read as strong as hits; reference of the scale not given here
# MEKK3 PB1 HTS = modulators (inhibitors or enhancers) of MEK5 binding to human MEKK3 PB1 domain | Q99759 | bead-based flow cytometry, Alexa488-MEK5 binding to MEKK3; actives lie on both sides; 0 = blocked by unlabeled MEK5, 100 = vehicle | binding response (% of control), % at 10 µM | 1.4% of 290,000 active;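 active = binding response more than 3 SD above or below the average of its plate-row segment, actives on both sides; inconclusive = wells at one plate position flagged as instrument error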;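 note: Alexa488 bead fluorescence after subtracting the streptavidin-only scavenger bead signal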
# Target sequence (Q99759 whole entry, looked up, the tested form may be a part): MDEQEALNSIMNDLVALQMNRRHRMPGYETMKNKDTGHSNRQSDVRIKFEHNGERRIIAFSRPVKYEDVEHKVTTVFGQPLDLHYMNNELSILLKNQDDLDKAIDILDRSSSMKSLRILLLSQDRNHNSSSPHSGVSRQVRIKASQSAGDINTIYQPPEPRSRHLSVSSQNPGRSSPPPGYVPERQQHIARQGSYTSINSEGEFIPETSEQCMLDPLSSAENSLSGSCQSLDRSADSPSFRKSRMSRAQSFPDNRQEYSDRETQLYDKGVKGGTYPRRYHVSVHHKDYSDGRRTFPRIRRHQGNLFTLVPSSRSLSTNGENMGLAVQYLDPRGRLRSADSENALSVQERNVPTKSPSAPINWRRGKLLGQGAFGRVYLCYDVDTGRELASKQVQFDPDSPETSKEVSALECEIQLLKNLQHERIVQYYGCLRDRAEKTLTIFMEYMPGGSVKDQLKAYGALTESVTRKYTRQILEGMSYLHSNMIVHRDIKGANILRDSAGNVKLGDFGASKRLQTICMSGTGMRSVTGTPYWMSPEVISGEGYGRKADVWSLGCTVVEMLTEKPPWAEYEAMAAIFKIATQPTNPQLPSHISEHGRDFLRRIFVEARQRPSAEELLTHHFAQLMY
# pCIP destab = compounds decreasing mouse p/CIP protein stability; Q05BA5; F442A p/CIP-EGFP cells, EGFP fluorescence, 16 h; decrease of EGFP signal, % at 10 µM; 0.01% of 290,000 active; AID 1984;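 active = EGFP signal decrease of at least 30% at 10 µM or well 3 SD below plate mean, unless failing retest; inactive = the rest, including hits failing retest or dose response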; note: some compounds called inactive have numbers as strong as hits; many of its hits are not listed in these tables
# NALP1 yeast inh = inhibitors of NALP1 inflammasome in yeast; 0.61% of 280,000 active; S. cerevisiae NALP1/ASC/caspase-1 growth, X-gal OD620, 72 h; AID 2071; inhibition, % at 10 µM; in the data active = inhibition mostly above about 24%, no sharp cut-off; inactive = mostly below about 32%; note: some compounds called inactive have numbers as strong as hits
# The depositor's hits bear a star; ? = inconclusive; . = not tested or not shown; [ ] = another dose, or the depositor's remark.
SMILES,M18AAP inhibitor,IDE cell activ,IDE inh,MEKK2wt PB1 HTS,UBC9 SUMO inh,MEKK2mut PB1 HTS,MEKK3 PB1 HTS,pCIP destab,NALP1 yeast inh
CCN(CC(=O)Nc1ccccc1C(=O)OC)S(=O)(=O)c1ccc(OC)cc1,1.4,4.8,2.3,103.0,-5.6,5.0,104.0,-2.7,16.4
O=C(Nc1cc(C(F)(F)F)ccc1N1CCOCC1)c1cccc(F)c1,3.0,0.5,3.5,105.0,8.7,3.0,104.0,-7.3,27.6
COc1ccc(Nc2c3c(c(C#N)c4nc5ccccc5n24)CCC3)cc1,4.0,2.0,5.9,100.0,-10.5,4.0,97.0,-17.5,8.6
COC(=O)c1scc(C)c1S(=O)(=O)Nc1ccc(C)cc1,10.9,4.2,0.6,?,3.4,-35.0,?,-10.5,16.6
O=C1CC(N2CCN(c3ccc(F)cc3)CC2)C(=O)N1c1ccc2c(c1)OCO2 (stereo not drawn),-8.1,5.2,-1.4,1.0*[inhibitor],-9.2,-84.0,2.0*[inhibitor],-13.6,3.7
O=[N+]([O-])c1ccccc1S(=O)(=O)N1CCN(CC2CC3C=CC2C3)CC1 (stereo not drawn),7.3,-0.2,3.9,103.0,9.7,-1.0,98.0,7.7,3.5
COc1ccc(S(=O)(=O)Nc2nc3c(s2)C(=O)CC(C)(C)C3)cc1,2.2,6.7,2.5,100.0,-8.6,4.0,98.0,-14.3,3.2
O=C(Nc1ccc2nn(-c3ccccc3)nc2c1)c1cccnc1,8.2,-4.8,0.5,100.0,-7.4,-4.0,98.0,4.7,19.5
COc1ccccc1C1CC(c2ccc(Cl)cc2Cl)Nc2nc(N)nn21 (stereo not drawn),-0.9,-0.3,2.4,100.0,15.2,0.0,100.0,-7.3,-6.7
O=C(Nc1ccccc1-c1nc2ccccc2s1)C1=COCCO1,-2.0,5.4,0.9,95.0,44.9,-2.0,96.0,-24.9,35.2
Cc1cc(NC(=O)c2cccc(C(=O)Nc3cc(C)on3)n2)no1,9.0,4.5,8.2,92.0,-9.7,-1.0,98.0,-4.9,-12.8
O=C(NC1CCCCCC1)C(Cc1ccccc1)n1cccc1 (stereo not drawn),-5.9,3.4,0.1,92.0,7.0,-19.0,91.0,-10.0,.
COc1ccccc1CN1CCC(CNS(=O)(=O)c2cc(-c3cc(C)no3)ccc2C)CC1,2.6,-5.1,5.9,123.0,8.3,14.0,101.0,1.7,14.0
Oc1ccccc1C(Nc1nccs1)c1ccc2cccnc2c1O (stereo not drawn),0.5,-9.9,5.6,98.0,-72.7,-1.0,103.0,-3.6,-3.3
CCn1c(CSCc2ccc(F)cc2)nnc1SCC(=O)NCc1ccccc1,-11.5,2.8,6.0,97.0,-9.3,3.0,97.0,1.9,23.5
COc1ccc2nc(Nc3nc(CSc4nc5ccccc5s4)cc(=O)[nH]3)nc(C)c2c1,.,.,9.0,114.0,.,4.0,113.0,.,.
O=C(Nc1c(C(=O)N2CCOCC2)oc2ccccc12)c1ccccc1Cl,-9.2,7.3,-6.6,99.0,4.3,-2.0,101.0,-14.5,2.5
Cc1ccc(C)c(CSc2ncccc2C(=O)O)c1,-7.5,1.0,4.4,95.0,14.7,-1.0,95.0,-3.5,15.7
OCCNc1nc(Nc2ccccc2O)nc(N2CCCC2)n1,.,-0.9,3.1,102.0,.,-1.0,105.0,.,.
COc1ccc(C(=O)NCC2OCCc3ccccc32)c(O)c1 (stereo not drawn),-6.9,5.7,-4.0,107.0,12.6,5.0,105.0,-4.4,13.5
COc1ccc(C(=O)NC(=S)Nc2ccc(Cl)cn2)cc1OC,-4.3,-1.9,-4.0,92.0,-3.2,-2.0,94.0,-0.7,13.2
CCOC(=O)c1c(C)[nH]c(C)c1S(=O)(=O)N1CCOCC1,-6.6,0.3,9.9,102.0,-5.6,4.0,107.0,4.3,7.7
Cc1cccc(N=C/C(C(=O)C(F)(F)F)=C(\O)c2ccco2)c1,7.7,-1.7,-0.2,110.0,-6.4,6.0,106.0,-4.0,26.0
O=c1c(Cl)c(NCCO)ncn1-c1ccccc1,-3.7,7.3,-6.9,98.0,16.8,-3.0,99.0,-1.0,-82.4
CN1CCN(C(=O)c2ccc(C(C)(C)C)cc2)CC1,-3.6,4.1,-2.5,110.0,-5.3,8.0,104.0,-4.3,-1.0
OC1(c2ccc(Br)cc2)CCN(Cc2cccc(Br)c2)CC1,-10.0,1.8,1.6,134.0*,5.3,15.0,109.0,-4.1,.
NC(=NCCc1c[nH]c2ccccc12)NC(=O)c1ccc(Cl)cc1,-2.0,5.5,6.6,126.0,7.2,0.0,106.0,-13.1,8.3
COc1ccc(C2CC(c3cccs3)=NN2C(=O)CSc2nc3ccccc3o2)cc1 (stereo not drawn),-10.6,0.2,-3.1,98.0,-3.9,3.0,95.0,-8.1,-0.6
Cc1ccc(S(=O)(=O)Nc2ccc3c(c2)nc(CCN2CCOCC2)n3C)cc1,-5.6,1.2,1.0,102.0,-6.6,4.0,96.0,0.4,-3.3
COc1cc(CN2CC(=O)N(c3cc(Cl)ccc3C)C2=S)cc(OC)c1OC,5.9,2.6,-3.8,93.0,0.4,-1.0,97.0,-5.8,0.6
CC1(C)CC(=O)C2=C(C1)N(CCN1CCOCC1)C1=C(C(=O)CC(C)(C)C1)C2c1ccc(Cl)c([N+](=O)[O-])c1,-4.0,3.7,10.3,106.0,3.9,2.0,101.0,5.1,9.2
O=C(N/C(=C/c1cccc([N+](=O)[O-])c1)C(=O)N1CCCCC1)c1cccs1,7.2,3.6,-0.7,99.0,7.5,-1.0,99.0,-8.1,11.6
N#Cc1c2c(c(-n3cnc4ccccc43)n3c1nc1ccccc13)CCC2,2.0,-1.7,6.1,85.0,12.9,-13.0,73.0,-7.9,10.7
O=C(O)C12CC3CC(C1)CC(n1ncc(N4CCN(c5ccccc5)CC4)c(Cl)c1=O)(C3)C2,-1.0,0.5,3.5,102.0,17.2,-1.0,145.0*,-10.5,10.8
COc1ccccc1CNCC(=O)Nc1ccc(N2CCOCC2)cc1,-7.0,3.6,7.8,100.0,10.9,2.0,98.0,-2.3,21.8
Clc1ccc(Nc2cc(-c3ccccc3)nc3ncnn23)cc1,-2.9,.,-0.4,94.0,31.3,-1.0,97.0,-3.0,24.7
COc1cc(C(=O)Nc2nnc(CC(C)C)s2)c([N+](=O)[O-])cc1OC,9.4,6.3,0.5,106.0,20.1,1.0,101.0,-5.6,-14.6
COc1ccc(OC)c2nc(-c3cccnc3)ccc12,0.5,3.0,-1.9,103.0,8.3,6.0,106.0,-2.9,-0.7
Cc1cc(C)c(Cn2cnc(-c3ccc([N+](=O)[O-])cc3)c2)c(C)c1,-3.5,3.2,-4.1,95.0,-32.9,-2.0,92.0,-3.3,-13.5
c1ccc(COc2ccc(OCCCCN3CCCC3)cc2)cc1,-0.8,4.7,-0.7,108.0,-10.6,9.0,100.0,-0.1,45.4

# Full records, quoted from the list. Screens in order: M18AAP inhibitor	IDE cell activ	IDE inh	MEKK2wt PB1 HTS	UBC9 SUMO inh	MEKK2mut PB1 HTS	MEKK3 PB1 HTS	pCIP destab	NALP1 yeast inh
# Results for `O=C(N/C(=C/c1cccc([N+](=O)[O-])c1)C(=O)N1CCCCC1)c1cccs1` → 7.2	3.6	-0.7	99.0	7.5	-1.0	99.0	-8.1	11.6
# Results for `NC(=NCCc1c[nH]c2ccccc12)NC(=O)c1ccc(Cl)cc1` → -2.0	5.5	6.6	126.0	7.2	0.0	106.0	-13.1	8.3
# Results for `Cc1cc(C)c(Cn2cnc(-c3ccc([N+](=O)[O-])cc3)c2)c(C)c1` → -3.5	3.2	-4.1	95.0	-32.9	-2.0	92.0	-3.3	-13.5
# Results for `Cc1ccc(S(=O)(=O)Nc2ccc3c(c2)nc(CCN2CCOCC2)n3C)cc1` → -5.6	1.2	1.0	102.0	-6.6	4.0	96.0	0.4	-3.3
# Results for `CCOC(=O)c1c(C)[nH]c(C)c1S(=O)(=O)N1CCOCC1` → -6.6	0.3	9.9	102.0	-5.6	4.0	107.0	4.3	7.7

# Continued.
SMILES,M18AAP inhibitor,IDE cell activ,IDE inh,MEKK2wt PB1 HTS,UBC9 SUMO inh,MEKK2mut PB1 HTS,MEKK3 PB1 HTS,pCIP destab,NALP1 yeast inh
COc1ccc(/C=N/NC2=NCCCCC2)cc1,5.8,-6.1,4.1,98.0,13.5,1.0,97.0,-3.2,21.7
C=CCNC(=O)C1CCN(C(=O)c2ccc(-c3ccccc3)cc2)CC1,-0.1,-3.3,7.1,91.0,5.8,-9.0,95.0,7.9,4.3
O=C(CN(C(=O)c1nsc(Cl)c1Cl)c1ccc(F)cc1)NC1CCCC1,3.0,1.1,3.9,101.0,-4.6,-1.0,101.0,17.1,4.2
COC(=O)c1cc(C#N)c(Oc2ccccc2OC)nc1C,-10.0,0.6,-0.3,105.0,0.5,0.0,103.0,-10.0,29.8
O=C(CCc1nc2ccccc2[nH]1)Nc1ccc2c(c1)OCO2,13.6,3.1,3.2,98.0,3.9,-2.0,98.0,3.8,-3.1
C#Cc1ccc(CN2CCCC(C(=O)Nc3ccccc3Oc3cccnc3)C2)cc1 (stereo not drawn),13.2,3.7,3.3,98.0,.,0.0,92.0,-12.9,-7.9
COc1ccc(C(=O)NC(=S)Nc2ccc([N+](=O)[O-])cc2C)cc1OC,4.0,9.7,1.9,96.0,-1.2,4.0,94.0,-3.0,34.9
COc1cccc(C(=O)OCn2nnc3ccccc3c2=O)c1OC,.,-1.2,1.3,94.0,8.6,6.0,104.0,-3.1,5.7
N#C/C(=C/c1ccc(C(=O)O)cc1)C(=O)NCc1ccccc1,-2.3,3.9,-4.0,100.0,3.1,3.0,100.0,-8.2,39.1
Cc1cccc(N(C)S(=O)(=O)c2csc(C(N)=O)c2)c1,-3.1,-2.7,2.4,98.0,-11.0,-1.0,98.0,-1.4,14.8
Cc1ccc(-c2csc(NC(=O)CSc3nc4ccccc4[nH]3)n2)cc1,-2.9,-2.8,.,99.0,-24.3,0.0,96.0,1.1,40.5
Cc1cccc(CN2C(=O)c3ccccc3Sc3ccc(C(=O)O)cc32)c1,3.4,1.4,-2.1,96.0,0.7,-3.0,99.0,1.6,.
Nc1nnc(SCC(=O)Nc2cc(S(=O)(=O)N3CCOCC3)ccc2Cl)s1,-3.0,0.3,-1.7,94.0,9.6,-7.0,95.0,10.2,11.3
CCCn1c(CNC(=O)c2ccccc2)nc2ccccc21,2.1,8.7,0.2,101.0,-2.3,4.0,99.0,-0.7,-15.5
CC(=O)c1ccc(NC(=O)c2ccc3c(Cl)c4c(nc3c2)CCCC4)cc1,-3.3,-4.1,2.9,92.0,-2.5,-5.0,88.0,0.5,19.8
COc1cc(C(=O)NCCOc2ccccc2)cc(OC)c1OC,-2.4,5.2,3.7,93.0,12.9,0.0,98.0,5.4,9.4
O=C(N/N=C/c1cc([N+](=O)[O-])ccc1Cl)c1cc(-c2ccccc2)nc2ccccc12,-11.9,-1.6,2.9,100.0,33.6,-4.0,104.0,-13.8,.
CN1CCN(C(=O)C2=C[C@@H](c3coc4ccccc4c3=O)C[C@@H](OCCCCO)O2)CC1,2.2,7.4,7.3,99.0,15.0,1.0,98.0,1.3,4.5
Cc1nn(Cc2ccccc2Cl)c(C)c1NC(=O)c1noc2c1CCCCC2,1.6,7.1,1.4,100.0,2.8,5.0,104.0,-2.9,6.9
O=C(CCN1CCc2ccccc2C(O)(c2ccccc2)C1)c1ccc2c(c1)OCCO2 (stereo not drawn),-8.2,7.1,5.5,103.0,.,-4.0,100.0,.,.
COC(=O)CNC(=O)Cc1c(F)cccc1Cl,-5.1,-0.9,-7.1,105.0,23.0,0.0,102.0,-7.3,2.1

# This is a subset, so the mix of outcomes need not match the whole.
